Bioassay records as filed in PubChem BioAssay.
SMN2 splice enh – increases expression of the SMN2 splice variant; AID 1458; Potency, µM (doses to about 46.1 µM), without a hit: top-dose activity change, positive = activation, actives largely listed as activators; 210,000 tested, 2.8% active; HEK293 SMN2-luciferase splicing reporter, luminescence, 30-36 h; further: % of control where 0% means no effect; nearly all actives have a fitted effect of over 55% in size
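qHTS luciferase splicing reporter: luminescence rises when SMN2 exon 7 is included in transfected HEK293 cells. Compound exposure lasted 30-36 h at 37C, with 4.5 mM final sodium butyrate as control, followed by a ONE-Glo read.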
RECQ1 helicase – inhibitors of human RECQ1 DNA helicase; P46063; RECQ1 DNA unwinding, red fluorescence kinetic read; Potency, µM (top dose mostly 57.3 µM), for the others: at the top dose activity, negative = inhibition, usual class: inhibitors; 240,000 tested, 0.54% active;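 further: plate controls were vehicle for no effect and no enzyme for full effect; nearly all actives have a fitted effect of over 30% in size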
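RECQ1T1 50 nM; forked duplex (20 bp + 30-nt ss tails) 200 nM, ATP 2 mM final; pH 8.0, 2 mM MgCl2, 2.5 ug/ml poly(dI-dC); 15 min compound preincubation; discontinuous kinetic read over 2 h at RT.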
Lamin A splicing – LMNA splicing modulation; Potency, µM (titrated, usually from 46.1 µM), for inactives: top-dose ratio change, negative = inhibition, actives largely listed as inhibitors; HeLa LMNA splicing GFP/RFP minigene ratio, 48 h; 200,000 tested, 0.01% active; active means well fitted inhibition curve with a large enough effect in the signal ratio, with a control signal flat, not every such curve was filed as active; inconclusive means small, poorly fitted or top-dose-only effect, or effect the other way, or a change in a side signal; the % refers to the signal ratio; further: on the % scale 0 is the no-effect control and ±100 the full control effect
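S3 HeLa stable clones carrying a lamin A-EGFP splicing minigene plus DsRed2 were seeded at 600 cells/well in Opti-MEM with 2% FBS, pin-dosed and incubated 48 h at 37°C. Acumen cytometry (488 nm) gave the GFP/RFP total-intensity ratio.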
KDM4E inh – inhibitors of human JMJD2E histone demethylase; JMJD2E catalytic domain, FDH-coupled NADH fluorescence (FDH is formaldehyde dehydrogenase); 230,000 tested, 1.6% active; AID 2147; B2RXH2; Potency, µM (top dose mostly 57.1 µM), inactives show at the highest dose activity change, negative = inhibition, usual class: inhibitors; active means well fitted inhibition curve with a large enough effect, not every such curve was filed as active; inconclusive means small, poorly fitted or top-dose-only effect, or another doubt; inactive means no such curve, though single readings can be large or run the other way;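 further: 0% = wells with enzyme and -100% = buffer wells without enzyme; nearly all actives have a fitted effect of over 50% in size; many of its hits are not listed in these tables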
Tau fibril ThT – tau fibrillization inhibition (ThT binding); 270,000 tested, 2.1% active; Potency, µM (doses to about 57.4 µM), for inactives: at the highest dose activity, negative = inhibition, hits mostly inhibitors; P10636; recombinant tau K18 P301L (four-repeat tau fragment), heparin-induced fibrillization, ThT fluorescence; AID 1460; further: on the % scale 0 is the no-effect control and ±100 the full control effect; nearly all actives have a fitted effect of over 55% in size
Target sequence (P10636 561-689 P618L limits assumed): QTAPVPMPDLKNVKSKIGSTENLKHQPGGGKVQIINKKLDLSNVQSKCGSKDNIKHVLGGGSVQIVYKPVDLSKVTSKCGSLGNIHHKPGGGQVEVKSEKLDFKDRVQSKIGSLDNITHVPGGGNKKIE
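Aggregation was driven by heparin (20 uM final) acting on recombinant tau […] bearing P301L in 100 mM sodium acetate pH 7; fibrils were detected with Thioflavin T.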
Luc counter – Kinase-Glo luciferase inhibition (counter-screen). 200,000 tested, 0.28% active. Kinase-Glo luciferase, ATP luminescence, 8 min. Potency, µM (highest dose often 38.3 µM), for the others: at the top dose activity change, negative = inhibition, usual class: inhibitors. Q27757. AID 1379; further: on the % scale 0 is the no-effect control and ±100 the full control effect; nearly all actives have a fitted effect of over 60% in size
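Recombinant Kinase-Glo luciferase, 10 uM ATP (linear range), luciferin; imidazole pH 7.2 / KCl / MgCl2 / Tween / BSA buffer; 8 min RT; luminescence.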
L3MBTL1 inh – blocks human L3MBTL1. Q9Y468. AlphaScreen L3MBTL1–H3K9me1 peptide binding. Potency, µM (top dose mostly 57.1 µM), for inactives: top-dose activity, negative = inhibition, most hits filed as inhibitors. 230,000 tested, 0.66% active; further: on the % scale 0 is the no-effect control and ±100 the full control effect; nearly all actives have a fitted effect of over 60% in size
Target sequence (Q9Y468 whole entry, looked up): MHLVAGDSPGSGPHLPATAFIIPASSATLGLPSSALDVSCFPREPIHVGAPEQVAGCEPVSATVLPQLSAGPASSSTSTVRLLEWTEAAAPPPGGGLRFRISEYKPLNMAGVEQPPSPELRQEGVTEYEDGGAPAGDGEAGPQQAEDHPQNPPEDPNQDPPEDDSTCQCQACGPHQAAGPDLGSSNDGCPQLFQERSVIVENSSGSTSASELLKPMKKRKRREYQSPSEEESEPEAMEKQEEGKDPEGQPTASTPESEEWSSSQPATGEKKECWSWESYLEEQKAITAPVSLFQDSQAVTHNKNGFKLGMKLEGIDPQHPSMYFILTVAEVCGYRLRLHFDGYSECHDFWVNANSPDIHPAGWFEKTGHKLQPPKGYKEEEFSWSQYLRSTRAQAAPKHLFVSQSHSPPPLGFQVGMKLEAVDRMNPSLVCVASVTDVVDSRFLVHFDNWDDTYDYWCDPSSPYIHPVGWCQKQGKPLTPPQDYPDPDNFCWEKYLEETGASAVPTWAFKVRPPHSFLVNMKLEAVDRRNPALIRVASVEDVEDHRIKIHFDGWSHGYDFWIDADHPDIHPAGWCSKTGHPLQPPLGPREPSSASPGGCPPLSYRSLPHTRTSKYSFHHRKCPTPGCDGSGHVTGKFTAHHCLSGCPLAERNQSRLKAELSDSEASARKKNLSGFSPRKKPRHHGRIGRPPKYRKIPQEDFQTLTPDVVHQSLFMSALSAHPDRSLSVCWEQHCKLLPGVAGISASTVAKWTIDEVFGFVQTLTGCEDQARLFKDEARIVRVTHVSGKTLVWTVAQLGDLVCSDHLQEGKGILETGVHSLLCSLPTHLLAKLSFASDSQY
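First, the protein-peptide complex forms for 30 min at room temperature (L3MBTL1 50 nM, biotinylated H3K9me1 peptide 75 nM). Next, compounds are pin-transferred and incubated 30 min. Finally, AlphaScreen beads are added and read after 30 min.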
ALDH1A1 inh – ALDH1A1 (human) enzyme inhibition. P00352. Purified ALDH1A1, NADH fluorescence, propionaldehyde substrate. Potency, µM (top dose mostly 75.3 µM), for inactives: top-dose activity, negative = inhibition, actives largely listed as inhibitors. 220,000 tested, 7.3% active. AID 1030; active means well fitted inhibition curve with a large enough effect, not every such curve was filed as active; inconclusive means small, poorly fitted or top-dose-only effect, or another doubt; inactive means no such curve, though single readings can be large or run the other way;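 further: plate controls were no enzyme wells and a reference inhibitor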
* marks the source's active call; other numbers are inactive results; i = inactive; ? = inconclusive; nt = not tested or not shown; & = joins results of further samples; [ ] = another dose, or the depositor's remark. Unless noted, the call rests on the fitted dose curve; in most records, active means well fitted curve in the direction sought with a large enough effect; inconclusive means small, poorly fitted or top-dose-only effect, or another doubt; inactive means no such curve, though single readings can be large; an effect the other way counts as inactive or inconclusive. Potency means the concentration at half of the fitted maximal effect. This is a subset, so the mix of outcomes need not match the whole.

Molecule	SMN2 splice enh	RECQ1 helicase	Lamin A splicing	KDM4E inh	Tau fibril ThT	Luc counter	L3MBTL1 inh	ALDH1A1 inh
c1ccc(COC2CCCN(Cc3nc(-c4cccs4)no3)C2)nc1 (configuration not stated)	nt	i	nt	2%	0%	nt	-5%	?
O=C(NC(Cc1ccccc1)C(=O)O)/C(=C/c1ccco1)NC(=O)c1cccc([N+](=O)[O-])c1 (configuration not stated)	nt	i	nt	-6%	-14%	nt	nt	8%
COC(=O)c1cccc(NC(=O)NC(=O)c2ccccc2Cl)c1	nt	i	nt	4%	-2%	nt	12%	nt
CC(C)OC(=O)Cn1cnc2ccc(Br)cc2c1=O	13%	-9%	2%	-1%	-8%	5%	4%	13%
Cc1ccc(S(=O)(=O)N2CCC(C(=O)NCCCOC(C)C)CC2)cc1	-15%	-8%	7%	-5%	1%	-4%	2%	3%
O=C(c1cccs1)N1CCN(C(=O)C(c2ccccc2)c2ccccc2)CC1	-11%	-12%	5%	4%	-3%	-7%	1%	?
COc1ccc(-c2csc(N3CCN(Cc4ccc5c(c4)OCO5)CC3)n2)cc1	-26%	-2%	-5%	-1%	-13%	4%	nt	-12%
CCC1(C)Cc2c(C#N)c(N)n(-c3ccccc3)c(=S)c2CO1 (configuration not stated)	nt	6%	27%[46 µM]	-5%	9%	0%	-2%	4%
CCOC(=O)C1CCCN(C(=O)c2sc3nc(-c4ccc(OC)cc4)cn3c2C)C1 (configuration not stated)	-6%	-3%	6%	1%	?	2%	-21%	?
CC(C)C[C@@H](N)C(=O)O	1%	-1%	?	nt	7%	nt	nt	7%
CCCNC(=O)c1ccccc1NS(=O)(=O)c1ccc(OC)c(OC)c1	-3%	6%	-6%	-3%	9%	6%	?	-2%
Cn1c(SCC(=O)Nc2cccc(NC(=O)c3cccs3)c2)nnc1-c1ccncc1	-1%	-1%	3%	10%	3%	-3%	3%	5%
Cc1nc2ncnn2c(C)c1CCC(=O)NCCCN1CCN(c2cccc(Cl)c2)CC1	4%	-1%	5%	3%	-7%	-2%	4%	3%
CN(CCC#N)c1ccc(/C=C(\C#N)c2ccccn2)cc1	1µM*	18%	8%	-6%	?	?	14%	?
Cc1c(Cl)c(C(=O)NNC(=S)Nc2ccccc2)nn1C	-2%	29%	-17%	10µM*	-14%	-3%	nt	5%
O=C(Nc1ccc(F)cc1)C(Sc1nnc2ccccn12)c1ccccc1 (configuration not stated)	8%	-8%	6%	9%	4%	-2%	-5%	-4%
CCc1ccc(C(=O)OCC(=O)c2c(N)n(CC(C)C)c(=O)n(C)c2=O)cc1	-43%[inhibitor]	-22%	-15%[46 µM]	2%	-8%	1%	-17%	5%
Nc1nc(C(=O)N2CCOCC2)nn1C(=O)c1ccc(Cl)cc1	14%	0%	-10%	-6%	?	6%	17%	11%
CC(C)[C@H](NS(=O)(=O)c1cccc(C(F)(F)F)c1)C(=O)OCC(N)=O	1%	i	-3%[46 µM]	-1%	-8%	0%	8%	6%
CCOc1ccc2[nH]c(=O)c(CN(CCCO)C(C)=O)cc2c1	-12%	3%	-1%	?	-3%	-4%	1%	?

Overlap with the part before: four compounds; new compounds follow.
Values run as follows: SMN2 splice enh	RECQ1 helicase	Lamin A splicing	KDM4E inh	Tau fibril ThT	Luc counter	L3MBTL1 inh	ALDH1A1 inh
CCc1ccc(C(=O)OCC(=O)c2c(N)n(CC(C)C)c(=O)n(C)c2=O)cc1
→ -43%[inhibitor]	-22%	-15%[46 µM]	2%	-8%	1%	-17%	5%
Nc1nc(C(=O)N2CCOCC2)nn1C(=O)c1ccc(Cl)cc1
→ 14%	0%	-10%	-6%	?	6%	17%	11%
CC(C)[C@H](NS(=O)(=O)c1cccc(C(F)(F)F)c1)C(=O)OCC(N)=O
→ 1%	i	-3%[46 µM]	-1%	-8%	0%	8%	6%
CCOc1ccc2[nH]c(=O)c(CN(CCCO)C(C)=O)cc2c1
→ -12%	3%	-1%	?	-3%	-4%	1%	?
CC(C)Oc1ccc(CNC(=S)N/N=C/c2ccc([N+](=O)[O-])cc2)cc1
→ 18%	i	3%	1%	-19%	-4%	nt	-8%
COCCNC(=O)CSc1ncnc2sc(-c3ccccc3)cc12
→ nt	-3%	nt	-2%	-12%	nt	nt	?
COc1ccc(/C(N)=N/OC(=O)c2cccc([N+](=O)[O-])c2)cc1OC
→ -13%	-6%	-5%	-2%	?	20%	nt	1%
C#CCOCCOCCOCCNc1nc(N2CCN(C(=O)[C@H](CCCCN)n3cc(C(N)CC(C)C)nn3)CC2)nc(N2CCN(C(=O)[C@H](CCC(=O)O)n3cc(C(N)[C@H](C)CC)nn3)CC2)n1 (some centres not stated)
→ nt	6%	nt	-5%	?	nt	?	2%
O=C1CC(N2CCN(c3cccc(C(F)(F)F)c3)CC2)C(=O)N1c1ccc(F)cc1 (configuration not stated)
→ -1%	15%	2%	4%	-13%	1%	15%	-3%
COC(=O)c1sc(N2C(=O)c3oc4ccccc4c(=O)c3C2c2cccs2)nc1C (configuration not stated)
→ 3%	-16%	2%	-3%	-1%	-2%	12%	-4%
CCCCC1=NC2(CCCC2)C(=O)N1Cc1ccc(-c2ccccc2-c2nn[nH]n2)cc1
→ 3%	6%&-3%	?	9%&-4%	2%&-2%	0%	nt	9%
CCOc1ccc(C(CC(=O)O)NC(=O)c2cccs2)cc1 (configuration not stated)
→ -37%	-1%	?	3%	-14%	2%	34%[activator]	5%
CCOC(=O)N1CCC(=NNC(=O)COc2cccc(C)c2)CC1
→ 24%	-1%	-10%	11%	-18%	1%	9%	0%
O=C1NCCCC1C(=O)Nc1ccccc1C(F)(F)F (configuration not stated)
→ -7%	i	18%	2%	6%	-3%	7%	6%
COc1cc(NC(=O)c2ccc(F)cc2)c(OC)cc1Cl
→ ?	-7%	2%	2%	-14%	-1%	20%[11.4 µM]	-7%
COc1cc(NC(=O)C2=C(N3CCOCC3)/C(=C\c3ccc(Br)cc3)CC2)cc(OC)c1OC
→ 16%	-3%	-9%	2%	?	5%	8%	11%
CC(O)C(=O)NCCOCCOCCNC(=O)C(C)O (configuration not stated)
→ 3%	-13%	14%	4%	1%	-1%	9%	4%
COc1ccc(S(=O)(=O)N2CCCC(C(=O)NCc3ccncc3)C2)cc1Cl (configuration not stated)
→ -21%	-9%	8%	0%	0%	4%	nt	-19%
O=C1Nc2ccccc2CCC1Sc1nnc(-c2ccc(Cl)cc2)s1 (configuration not stated)
→ -72%[inhibitor]	-2%	?	nt	0%	2%	3%	?
COc1ccc(NS(=O)(=O)c2cc(NC(=O)c3cc(=O)c4ccccc4o3)ccc2OC)cc1
→ -36%	-4%	17%[46 µM]	-9%	3%	7%	?	?
Cc1[nH]c(C(=O)N/N=C/c2ccc(C(=O)O)cc2)c(C)c1C(=O)N/N=C/c1ccc(C(=O)O)cc1
→ 12%	-1%	-1%	-13%	-8%	-2%	4%	2%
C=CCOc1cccc(/C=C2\C(=O)N(Cc3ccc(C)cc3)C(C)=C2C(=O)OC)c1
→ -5%[1.84 µM]	-5%	?	-3%	?	-5%	-2%	?
COc1cccc(C2C(C#N)=C(N)OC3=C2C(=O)CCC3)c1OC(=O)c1ccco1 (configuration not stated)
→ -5%	-4%	-11%	8%	-14%	-2%	3%	5%
O=S(=O)(NCc1ccccc1)c1ccc(Cl)cc1
→ 11%	-12%	13%	5%	-12%	7%	nt	5%
COc1cccc(C2/C(=C(\O)c3c(C)nc4c(C)cccn34)C(=O)C(=O)N2CCCN(C)C)c1OC (configuration not stated)
→ -4%	-1%	7%	-9%	-6%	-1%	5%	2%
CC(N)=NCCC[C@H](N)C(=O)O
→ nt	-6%	nt	2%	-7%	1%	nt	1%
O=C(CN1C(=O)c2ccccc2C1=O)N1CCOCC1
→ -6%	-8%	1%	4%	3%	-5%	-6%	2%
Cc1cc2n(n1)C(c1c[nH]c3ccccc13)Nc1ccccc1-2 (configuration not stated)
→ -5%	-3%	-3%	?	?	5%	17%	?
COc1ccc2[nH]c(=O)c(CN(CCc3cccc(C)c3)C(C)=O)cc2c1
→ -24%	4%	1%	?	-3%	-3%	nt	?
COc1ccc(NC(=O)[C@@H]2[C@@H]3C(=O)N(C4CCCCC4)C(=O)[C@@H]3C3c4ccccc4C=CN32)cc1 (some centres not stated)
→ -8%	16%	3%	11%	?	-2%	-18%	0.5µM*
COC(=O)C1=C(CSc2nc3c(cc2C#N)CN(C)CC3)OC(N)=C(C#N)C1c1ccc(F)cc1 (configuration not stated)
→ -2%	-27%	-4%	?	25µM*	-2%	-28%	?
Nc1c(C(=O)O)cnc2c(-c3ccc(Cl)cc3)cnn12
→ 11µM*	-8%	nt	?	?	-17%	-6%	?
C=CCn1c(=O)c2ccc(C(=O)NCc3ccccc3)cc2n(Cc2ccc(C)cc2)c1=O
→ 9%	-5%	3%	-5%	-3%	0%	34%[activator]	-11%
COC(=O)N/N=C/c1ccccc1OCCOc1ccc(OC)cc1
→ nt	-6%	nt	-9%	-12%	nt	38%[activator]	nt

Tau fibril ThT: hit marks shown above
Compound | SMN2 splice enh | RECQ1 helicase | KDM4E inh | Tau fibril ThT | L3MBTL1 inh | ALDH1A1 inh
COC(=O)C1=C(CSc2nc3c(cc2C#N)CN(C)CC3)OC(N)=C(C#N)C1c1ccc(F)cc1 (configuration not stated) | -2% | -27% | ? | 25µM* | -28% | ?
